# Screening results as filed in PubChem.
# NCI-60 one-dose screen, 48 h, at 10 µM unless noted. Numbers give growth in % (100 = growth as untreated, 0 = no growth, -100 = all killed).
# IGROV1: IGROV1 ovarian cancer | AID 1794786 | actives 4.7% (n = 79,000)
# OVCAR-8: OVCAR-8 ovarian cancer | actives 4.4% (n = 81,000) | AID 1794782
# OVCAR-4: OVCAR-4 ovarian cancer cells; actives 3.7% (n = 80,000); AID 1794784
# NCI/ADR-RES: NCI/ADR-RES ovarian cells; actives 4.4% (n = 81,000)
# DU-145: DU-145 prostate cancer; actives 4.2% (n = 81,000)
# OVCAR-5: OVCAR-5 ovarian cancer; actives 2.9% (n = 82,000); AID 1794783
# OVCAR-3: OVCAR-3 ovarian cancer; AID 1794787; actives 7% (n = 79,000)
# SK-OV-3: SK-OV-3 ovarian cancer cells | AID 1794785 | actives 3.2% (n = 80,000)
# The depositor's hits bear a star; . = no result given; & = joins results of further samples. The calls were made as follows: active = growth percent below 10; inactive = the rest.
SMILES,OVCAR-3,OVCAR-8,IGROV1,DU-145,SK-OV-3,OVCAR-5,OVCAR-4,NCI/ADR-RES
COc1ccc(N2C(=O)c3ccccc3[C@@H](C(=O)O)[C@H]2c2ccccc2)cc1,104.7,103.9,103.6,101.9,116.7,90.3,102.6,97.6
Cn1c(=O)c2c(nc(OC3CCCC3)n2C)n(C)c1=O,111.4,107.8,117.3,107.4,100.7,92.2,105.0,110.9
CCCCOc1ccc(NC(=O)n2nc(N=NN(C)C)c3ccc(Cl)cc32)cc1,103.9,104.6,82.8,106.0,86.0,102.6,96.6,98.3
Cc1c(Cl)cccc1NC(=O)c1sc2nc3c(cc2c1N)C(=O)CCC3,-40.1*,13.5,9.6*,-17.7*,14.4,31.8,40.4,2.6*
COC(=O)c1cc2oc(/C=N/NC(=O)c3cc4oc5ccccc5c4[nH]3)cc2n1C,151.0,74.9,.,133.9,119.2,78.7,103.4,102.3
CN(C)CCC(=O)/C=C/c1ccccc1,116.1,95.5,83.8,106.6,110.2,110.1,113.9,106.1
O=C(CCn1c[n+](CC(=O)c2ccc(F)cc2)c2ccccc21)Nc1cccc2cccnc12,55.4,86.9,39.4,96.6,88.2,79.6,52.3,96.5
CS(=O)(=O)OC(C(O)CO)C(OS(C)(=O)=O)C(O)CO (stereo not drawn),102.3,101.1,77.9,111.5,90.9,93.0,95.4,99.9
CCCCCCOc1nc2c(c(=O)n(C)c(=O)n2C)n1C,102.1,105.2,110.5,105.7,107.5,110.4,99.8,99.3
CC[n+]1c(C)ccc2cc(C)ccc21,104.2,88.4,103.7,126.3,97.8,108.8,106.4,104.0
NS(=O)(=O)c1ccc(C(=O)N2N=C(c3ccccc3)CC2c2ccc(Cl)cc2)cc1 (stereo not drawn),.,95.3,103.4,108.3,105.0,103.2,94.9,96.8
CC1CCCNC1 (stereo not drawn),116.0,102.3,113.9,118.2,101.8,100.1,105.4,109.5
CSc1nc(-n2ncc(C#N)c2N)c2c3c(sc2n1)CCC3,104.7,94.4,90.4,100.4,97.3,91.1,96.9,106.6
Nc1nc2c(C(=O)Nc3ccc(Cl)cc3)c(Nc3ccc(Cl)cc3)nn2c(-c2ccc(Br)cc2)c1-c1nc2ccccc2s1,110.0,111.1,102.6,113.4,100.8,101.1,106.0,107.6
CC(C)(C)c1ccc(S(=O)(=O)Nc2ccccc2[N+](=O)[O-])cc1,100.5,94.5,108.9,104.3,106.6,103.5,92.7,98.1
CCOC(=O)C1=C(CCl)NC(=O)NC1c1ccc2c(c1)OCO2 (stereo not drawn),24.8,45.7,37.2,36.6,81.8,24.6,32.5,58.6
COc1cccc(C(=O)Oc2ccc(/C=C/c3cc(OC(=O)c4cccc(OC)c4OC)cc(OC(=O)c4cccc(OC)c4OC)c3)cc2)c1OC,107.0,103.1,109.6,106.5,106.2,119.6,113.7,102.3
O=C1CCCc2cc(OCCCC(=O)NC3CCCCC3)ccc2N1,108.1,102.5,108.4,110.8,114.4,112.1,98.8,101.7
NC(=S)CCNC(=O)c1ccccc1,100.1,112.3,109.7,103.3,100.1,92.1,105.5,109.8
C[C@]12CCC(=O)C=C1CC[C@@H]1[C@@H]2CC[C@@]2(C)[C@H]1C[C@H](F)[C@@]21OCOC12COCO2 (stereo partly drawn),96.5,98.6,93.6,98.5,84.6,102.2,98.1,83.4
OCc1cnccc1N1CCC(OCc2ccccc2)C1 (stereo not drawn),109.9,.,111.4,106.1,110.3,108.7,115.9,104.2
c1ccc(COc2ccc(Nc3ncnc4onc(-c5ccccc5)c34)cc2)cc1,110.4,100.0,96.9,104.3,.,94.4,88.0,90.0
CN(CCc1ccccc1)C(=S)N(C(=O)c1ccc([N+](=O)[O-])cc1)c1ccc(Cl)cc1,83.5,99.3,104.9,73.1,101.9,100.1,86.3,98.4
COC(=O)C1=CCS(=O)(=O)C1,112.0,97.2,110.5,108.8,107.1,114.6,103.6,104.3
O=C1c2ccccc2C(=O)N1CCl,105.2,108.3,105.0,107.6,100.3,86.3,109.2,100.9

# Copied from the entries so far for reference:
SMILES,OVCAR-3,OVCAR-8,IGROV1,DU-145,SK-OV-3,OVCAR-5,OVCAR-4,NCI/ADR-RES
COc1cccc(C(=O)Oc2ccc(/C=C/c3cc(OC(=O)c4cccc(OC)c4OC)cc(OC(=O)c4cccc(OC)c4OC)c3)cc2)c1OC,107.0,103.1,109.6,106.5,106.2,119.6,113.7,102.3
O=C1CCCc2cc(OCCCC(=O)NC3CCCCC3)ccc2N1,108.1,102.5,108.4,110.8,114.4,112.1,98.8,101.7
NC(=S)CCNC(=O)c1ccccc1,100.1,112.3,109.7,103.3,100.1,92.1,105.5,109.8
C[C@]12CCC(=O)C=C1CC[C@@H]1[C@@H]2CC[C@@]2(C)[C@H]1C[C@H](F)[C@@]21OCOC12COCO2 (stereo partly drawn),96.5,98.6,93.6,98.5,84.6,102.2,98.1,83.4

# Next results follow:
SMILES,OVCAR-3,OVCAR-8,IGROV1,DU-145,SK-OV-3,OVCAR-5,OVCAR-4,NCI/ADR-RES
O=C(Nc1ccc(Cl)c(Cl)c1)Nc1ccc2[nH]ccc2c1,113.7,98.4,109.8,99.5,114.0,109.0,95.9,97.6
CCOC(=O)CCCCn1c(-c2ccccc2)cc(-c2ccccc2)c(C#N)c1=O,108.7,104.6,85.2,108.4,108.0,108.9,99.5,98.6
OC1CCSc2ccc3ccccc3c21 (stereo not drawn),111.2,98.1,112.1,114.9,95.2,107.6,102.4,110.1
COc1cccc(N(C(C)=O)c2nc(OC(C)=O)c(C)s2)c1,106.6,108.7,98.6,98.6,109.8,91.3,89.5,102.0
COc1cc2cc3c(=O)n4c(cc5ccccc54)c(=O)n3c2cn1,107.5,109.3,93.2,107.7,102.1,108.8,94.7,103.0
CCN1C2CCC1/C(=C\c1ccccc1)C(=O)/C2=C/c1ccccc1,13.0,22.5,49.9,1.6*,78.5,88.3,46.1,15.1
COc1cc2oc(-c3cccc(NC(=O)c4ccc(C#N)cc4)c3)cc(=O)c2c(OC)c1OC,74.0,57.9,59.7,76.7,112.1,103.6,80.7,77.6
O=C(CSc1nnc2n1N=C(c1ccc(-c3ccccc3)cc1)CS2)c1ccc(-c2ccccc2)cc1,123.4,99.5,90.3,113.5,100.6,99.7,112.4,111.7
OCCCN=Cc1ccccc1,113.3,91.7,113.3,110.7,101.5,103.7,112.9,105.4
CC(=O)Oc1c2c(nc3c1c1ccccc1n3Cc1ccccc1)-c1ccccc1C2,79.0,88.4,81.1,99.1,92.0,97.0,83.9,85.5
CCCCCCCC(C)(C)OC(=O)c1ccc([N+](=O)[O-])cc1,102.9,91.8,98.1,103.3,103.6,105.7,110.5,94.2
O=c1cc(-c2cccc(O)c2)oc2ccc3ccccc3c12,95.9,90.9,72.7,97.5,80.8,113.3,77.1,91.9
Cc1c(C)c(CCl)c(C)c(C)c1CCl,82.9,68.4,71.2,84.6,.,99.5,.,67.1
CCN(CC)CC(OC(=O)c1ccc([N+](=O)[O-])cc1)C(COC)OC (stereo not drawn),110.9,101.2,99.0,111.4,104.3,104.1,103.3,115.8
Cc1cccc(N2CCN(C(=S)c3ccc4c(c3)OCO4)CC2)c1,-33.9*,27.6,31.3,11.0,19.2,50.3,66.6,-18.6*
CC(C)c1cccc(C(C)C)c1NC(=O)OC1CCCCC1C (stereo not drawn),102.1&105.3,96.7&97.3,102.3&87.5,110.5&106.3,98.3&103.1,98.5&90.4,95.3&100.7,103.8&98.0
O=C(CCCCl)Nc1nc(-c2ccccc2)nc2c1sc(=S)n2-c1ccccc1,104.2,94.6,102.1,97.9,101.5,102.9,90.6,101.5
Nc1ncnc(Nc2cccc(F)c2)n1,114.8,105.1,120.2,111.5,108.8,112.9,116.3,104.4
CCOC(=O)/C(C)=N/N,106.5,102.4,105.5,109.1,108.4,115.4,92.1,101.8
CCCCCCCCCCCCCCN(C)C,109.5,105.6,99.1,111.1,97.0,97.0,98.8,101.4
Cc1ccc(NC(=O)c2[nH]c(SCCN(C)C)nc2-c2ccc(F)cc2)cc1Nc1ccc2ncn(C)c(=O)c2c1,78.9,70.0,39.8,80.1,88.4,42.6,70.8,93.2
C[C@H]1[C@H](C)CC[C@]2(C(=O)N3CCN(C)CC3)CC[C@]3(C)C(=CC[C@@H]4[C@@]5(C)C/C(=C/c6ccccn6)C(=O)C(C)(C)[C@@H]5CC[C@]43C)[C@H]12,99.6,93.9,105.9,107.3,110.2,113.7,75.0,102.8
Oc1cc(O)c2c(c1)O[C@H](c1ccc(O)c(O)c1)[C@@H](O)C2,.,98.0,102.5,.,108.7,100.3,.,100.6
CN(C)c1ccc(/C=C(/C(=O)c2ccccc2)c2ccccc2)cc1,92.4,97.6,98.0,102.6,121.2,107.6,98.2,89.8
CCOC(=O)Cc1csc2ccccc12,111.0,102.4,115.0,106.4,99.9,96.8,110.0,101.9

# Whole records, looked up by structure. Screens in order: OVCAR-3 | OVCAR-8 | IGROV1 | DU-145 | SK-OV-3 | OVCAR-5 | OVCAR-4 | NCI/ADR-RES
# `O=C(CCCCl)Nc1nc(-c2ccccc2)nc2c1sc(=S)n2-c1ccccc1` is listed as 104.2 | 94.6 | 102.1 | 97.9 | 101.5 | 102.9 | 90.6 | 101.5
# `O=C(Nc1ccc(Cl)c(Cl)c1)Nc1ccc2[nH]ccc2c1` is listed as 113.7 | 98.4 | 109.8 | 99.5 | 114.0 | 109.0 | 95.9 | 97.6
# `CCCCCCCCCCCCCCN(C)C` is listed as 109.5 | 105.6 | 99.1 | 111.1 | 97.0 | 97.0 | 98.8 | 101.4

# (list continues)
SMILES,OVCAR-3,OVCAR-8,IGROV1,DU-145,SK-OV-3,OVCAR-5,OVCAR-4,NCI/ADR-RES
COc1ccc(-c2n[nH]c(=S)n2-c2cccnc2)cc1,112.1,94.7,107.8,107.9,96.6,102.8,116.2,108.4
CC(C)(C)OC(=O)N1CCN(CCn2cc(C(F)(F)F)c3c(Cl)ncnc32)CC1,85.2,-61.4*,-69.5*,39.8,96.9,107.6,102.6,103.9
NC(=NCc1ccccc1)N/N=C\c1ccnc2ccccc12,89.7,82.7,72.4,95.7,93.1,92.8,81.2,89.1
COc1ccccc1/C=C/C(=O)c1ccccc1,59.9,61.8,28.8,87.6,118.1,104.8,70.2,86.7
O=C1CCCCCN1,130.3,.,.,122.1,104.5,102.1,113.1,103.9
O=C1Cc2cc(-c3nnc(Nc4nc5ccccc5s4)s3)ccc2N1,99.8,104.6,103.6,99.8,102.1,108.1,97.9,103.7
O=P(O)(OCC(Br)CBr)OCC(Br)CBr (stereo not drawn),111.8,101.5,112.4,108.4,107.9,96.5,99.1,106.0
O=Cc1ncc(-c2cc(C(F)(F)F)cc(C(F)(F)F)c2)c(NC2CCCCCC2)n1,95.9,93.4,82.0,103.4,92.0,107.7,87.1,91.0
COc1ccc(C(=S)c2ccc(OC)cc2)cc1,111.5,99.9,100.1,105.1,125.0,93.4,101.1,101.3
CC(C)(O)C(C(=O)O)c1ccccc1 (stereo not drawn),110.3,98.6,102.5,.,99.9,104.8,120.7,101.6
CC(=O)Nc1c(C#N)cnc2ccc3oc(=O)ccc3c12,110.8,104.1,110.6,105.7,112.7,114.4,109.2,103.6
CC1(C)Oc2cc3oc(=O)ccc3cc2C[C@@H]1OCCNc1nnc(-c2ccccc2)s1,105.6,99.1,92.0,105.0,87.4,87.1,93.0,98.6
COc1ccc(NC(=O)Cn2cc(CSc3nc4ccccc4o3)nn2)cc1,107.0,100.4,106.6,102.0,107.8,101.0,103.0,104.5
Oc1nc(Nc2ccc(Cl)cc2)sc1C=Nc1ccc(Cl)cc1,97.4,100.2,95.2,103.0,93.4,92.8,94.3,101.7
Cc1ccc(NC(=O)CSc2nc3ccccc3c(=O)n2CCc2ccccc2)c(C(=O)O)c1,115.3,100.3,94.1,116.6,93.6,111.2,103.5,117.6
O=C(Nc1ccccc1)Nc1ncnc2c1ncn2-c1cccc(Cl)c1,105.0,95.5,104.3,112.0,111.0,102.6,99.2,104.3
COc1cc(N)c2ncccc2c1OC,106.8,104.9,85.1,108.7,104.8,100.4,99.7,109.0
Clc1nnc2ccc(Oc3ccccc3-c3cccc(N4CCOCC4)c3)nn12,111.3,97.4,96.9,114.3,119.4,99.4,95.6,90.4
COc1ccc(CCn2cncc2-c2c[nH]c3cc(Br)ccc23)cc1,70.2,71.0,64.5,88.2,75.8,82.2,48.3,68.6
Cc1c(C(=O)NCCC(=O)NO)sc2ncnc(Nc3ccc(F)c(Cl)c3)c12,106.5,101.4,106.3,111.3,129.2,108.4,108.8,101.5
C=CCn1cc(/C=N\N=C2\C(=O)Nc3c(F)cccc32)c2ccccc21,87.7,89.8,69.8,103.0,100.7,109.2,78.6,100.8
O=c1cc(N/N=C/c2ccc(F)cc2)c2ccccc2[nH]1,105.3,95.5,91.4,109.8,89.1,95.2,120.4,98.9
CCOC(=O)/C(CC)=N\O,104.3,102.3,107.3,108.2,93.5,117.4,121.1,97.1
NC(=O)CSCc1ccccc1,107.5,103.7,110.7,113.3,90.1,100.4,112.9,103.7
COc1ccc(-c2nc(N=Nc3c(O)[nH]c4ccccc34)[nH]c(=O)c2C#N)cc1OC,111.5,104.9,103.1,110.4,.,98.4,101.1,106.1
CC(C)(C)[Si](C)(C)OCC1OC(n2cnc3c(N)ncnc32)CC1O (stereo not drawn),110.7,107.4,110.7,113.2,101.7,.,105.3,107.9
COc1cc2c(cc1OCCCN1CCN(CCCOc3cc4c(cc3OC)C(=O)N3C[C@H](F)C[C@H]3C=N4)CC1)N=C[C@@H]1C[C@@H](F)CN1C2=O,5.7*,24.4,12.4,-19.9*,36.1,9.9*,1.3*,63.6
